Screens (PubChem)
TCR act: Activators of T cell receptors: qHTS campaign; AID 504894, 2011; primary human leukocytes, anti-CD3, IL-2 HTRF, 48 h; 330,000 tested, under 10 active; Potency, µM (top dose mostly 9.22 µM), for inactives: at the top dose activation of IL-2 secretion, hits mostly activators; note: % of control where 0% means no effect
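1) Mix primary human leukocytes, a-CD3 beads and compound. 2) Incubate 48 hr. 3) Add HTRF IL-2 reagents (a-IL-2-K, a-IL-2-d2).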
a7 integrin act: qHTS for Activators of Integrin-Mediated Alleviation for Muscular Dystrophy. alpha7betagal myoblasts, beta-gal FDG fluorescence, 48 h. Potency, µM (doses to about 38.3 µM), for inactives: at the highest dose activation, usual class: activators. hit rate 0.064% among 350,000. AID 624291, 2012;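 note: potency is the fitted concentration of half-maximal effect; 100% = response of the positive control SU9516; nearly all actives have a fitted effect of over 60% in size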
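Alpha7betagal+/- myoblasts (passage 13) were plated 16-24 hr, then exposed to compounds (1:260 dilution of DMSO stock) for 48 hours at 37C. After MPER lysis, β-galactosidase reporter activity was read as FDG fluorescence (ex 480/em 540) after 30 minutes.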
AT treatment: qHTS Assay for Identifying a Potential Treatment of Ataxia-Telangiectasia. hit rate 0.19% among 320,000. Potency, µM (highest dose often 57.5 µM), without a hit: at the top dose activation, usual class: activators. […] A-T fibroblasts, KAP-1 phosphorylation AlphaLISA; neocarzinostatin DNA damage 30 min before lysis. AID 485349, 2010; note: potency is the fitted concentration of half-maximal effect; % of control where 0% means no effect; nearly all actives have a fitted effect of over 45% in size
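hTERT-immortalized A-T patient fibroblasts ([…]), 500 cells/well in OPTI-MEM, 1% FBS, got compounds for 60 min, then NCS for 30 min at 37C. Lysates were then assayed for phospho-KAP-1 by AlphaLISA (anti-pKAP1 donor, anti-KAP1 acceptor beads), 6 hr at 25C.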
TSHR antag: Antagonists of the Thyroid Stimulating Hormone Receptor: HTS campaign; TSHR-expressing cells, TSH-stimulated cAMP HTRF, 2 h; stronger effect = lower value; activity change, negative = inhibition, % at 11.5 µM; hit rate 0.2% among 330,000;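 active = activity change below a set negative limit, meaning inhibition stronger than a set level, cut at about -70% in these data; inconclusive = activity change between two set negative limits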; note: % is set by controls: 0 for no effect and ±100 for the full control effect
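Freshly harvested TSHR cells receive pin-tooled compound, then EC80 TSH at 4nM final. After 2 hours at 37 deg C, antibody in lysis buffer and cAMP-d2 are added; 30 minutes at ambient temperature precede the HTRF read.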
Eya2 phos inh: qHTS Assay for Inhibitors of the Phosphatase Activity of Eya2 | Protein phosphatase EYA2 (Homo sapiens), O00167 | recombinant Eya2, OMFP fluorescence dephosphorylation (OMFP is methylfluorescein phosphate) | Potency, µM (doses to about 76.9 µM), for inactives: top-dose activity, negative = inhibition, usual class: inhibitors | hit rate 0.006% among 330,000 | AID 488837, 2010; note: potency is the fitted concentration of half-maximal effect; % is set by controls: 0 for no effect and ±100 for the full control effect
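Eya2 protein (added as 0.2 uM solution) was preincubated with compound for 10 min at ambient temperature in 50 mM HEPES pH 7.5, 50 mM NaCl, 5 uM MgCl2, 0.05% BSA, 1 mM DTT. OMFP (added at 50 uM) then reacted 10 min; fluorescence read at 485/525 nm.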
BCR signal inh: qHTS Assay to Find Inhibitors of Chronic Active B-Cell Receptor Signaling | ABC-DLBCL IkBa-CBG/CBR reporter, luminescence ratio, 4 h | Potency, µM (highest dose often 46.1 µM), without a hit: top-dose ratio change, negative = lower green/red ratio, actives largely listed as inhibitors | hit rate 0.05% among 340,000 | AID 493014, 2011; active = well fitted inhibition curve with a large enough effect in the signal ratio, with a control signal flat, not every such curve was filed as active; inconclusive = small, poorly fitted or top-dose-only effect, or effect the other way, or a change in a side signal; the % refers to the signal ratio;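 note: potency is the fitted concentration of half-maximal effect; plate controls were basal doxycycline-induced cells for no effect and cells given 10 µM MG132 for full effect; MG132 reads +100%, hits lower the ratio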
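Doxycycline induced both beetle luciferases in TMD8 lymphoma cells; IKK-driven degradation limits the IkappaBalpha-fused green signal, while red luminescence normalises for cell number and nonspecific effects. Compounds tested up to 46 uM, 4 hrs.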
S-ASM inh: Inhibitors of Secretory Acid Sphingomyelinase (S-ASM): qHTS; hit rate 0.006% among 340,000; placental ASM, HMU-PC fluorogenic substrate, 60 min; Potency, µM (highest dose often 57.5 µM), for inactives: at the highest dose activity change, negative = inhibition, most hits filed as inhibitors; note: potency is the fitted concentration of half-maximal effect
Target sequence (P17405 47-631 limits assumed): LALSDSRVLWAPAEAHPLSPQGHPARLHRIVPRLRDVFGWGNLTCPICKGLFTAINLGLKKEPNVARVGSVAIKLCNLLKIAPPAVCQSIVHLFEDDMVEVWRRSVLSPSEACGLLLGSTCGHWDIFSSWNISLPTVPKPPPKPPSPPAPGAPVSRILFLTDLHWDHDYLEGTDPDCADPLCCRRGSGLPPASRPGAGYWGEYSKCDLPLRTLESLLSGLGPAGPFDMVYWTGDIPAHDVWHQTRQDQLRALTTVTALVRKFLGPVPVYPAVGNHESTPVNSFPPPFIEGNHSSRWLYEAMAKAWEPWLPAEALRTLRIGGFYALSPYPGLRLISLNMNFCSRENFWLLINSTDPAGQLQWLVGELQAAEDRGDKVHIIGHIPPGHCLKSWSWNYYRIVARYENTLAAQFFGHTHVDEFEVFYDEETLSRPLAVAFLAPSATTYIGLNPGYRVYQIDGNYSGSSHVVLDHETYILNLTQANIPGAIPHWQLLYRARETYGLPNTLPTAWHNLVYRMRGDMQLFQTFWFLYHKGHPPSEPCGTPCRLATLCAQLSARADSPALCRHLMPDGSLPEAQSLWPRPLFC
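HMU-PC0 cleavage (9 uM final) by human placental ASM, 60 min at 37 °C following 10 min compound exposure at RT; stopped at pH 10, fluorescence Ex 386/Em 447 nm.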
ELG1 repair inh: qHTS screen for small molecules that inhibit ELG1-dependent DNA repair in human embryonic kidney (HEK293T) cells expressing luciferase-tagged ELG1 | hit rate 2.3% among 330,000 | HEK293T ELG1-luciferase reporter, luminescence, 16 h; DNA damage induced by 5-fluorouridine | Potency, µM (highest dose often 46.1 µM), inactives show at the highest dose activity change, negative = inhibition, usual class: inhibitors; note: potency is the fitted concentration of half-maximal effect; % is set by controls: 0 for no effect and ±100 for the full control effect; nearly all actives have a fitted effect of over 55% in size
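Reporter activity after DNA damage by 5-fluorouridine is monitored. Compound-treated cells incubate 16 hr at 37 °C, then ONE-Glo is added for 30 min before luminescence reading.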
Mito fusion yeast: qHTS Assay for Small Molecule Inhibitors of Mitochondrial Division or Activators of Mitochondrial Fusion | S. cerevisiae fusion-defective mutant growth rescue, CellTiterGlo 48 h | Potency, µM (doses to about 46.1 µM), for the others: top-dose growth rescue (activation), most hits filed as activators | hit rate 0.23% among 320,000;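 note: potency is the fitted concentration of half-maximal effect; % of control where 0% means no effect; nearly all actives have a fitted effect of over 45% in size; temperature-sensitive fusion mutants such as fzo1-1 at 37 °C on non-fermentable ethanol glycerol medium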
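Read-out: ATP-based luminescence (CellTiterGlo, 10 min ambient) reporting growth of fusion-defective ts yeast after 48 hours at 37C on glycerol/ethanol YPEG medium in the presence of compound.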
PTAP TSG101 blk: qHTS Assay for Iinhibitors of HIV-1 Budding by Blocking the Interaction of PTAP/TSG101; 340,000 tested, under 10 active; Potency, µM (titrated, usually from 115 µM), without a hit: at the top dose activity change, negative = inhibition, most hits filed as inhibitors; Fluorescence polarization, FITC-PTAP peptide / Tsg101 binding; AID 493005, 2010; Tumor susceptibility gene 101 protein (Homo sapiens), Q99816; active = well fitted inhibition curve with a large enough effect in the main read-out, with a control signal flat, not every such curve was filed as active; inconclusive = small, poorly fitted or top-dose-only effect, or effect the other way, or a change in a side signal; inactive = no such curve, though single readings can be large or run the other way; note: potency is the fitted concentration of half-maximal effect; % of control where 0% means no effect
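Compounds were pin-transferred onto Tsg101 binding domain (10 uM final) in HEPES pH 7.5 buffer, then FITC-PTAP peptide was added at 50 nM final. After 20 min at RT, polarization reported peptide displacement across a qHTS concentration series.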
Tb PFK block: qHTS Assay to Find Inhibitors of T. brucei phosphofructokinase. ATP-dependent 6-phosphofructokinase (Trypanosoma brucei brucei), O15648. T. brucei PFK, ADP-Glo luminescence. Potency, µM (highest dose often 57.5 µM), for the others: at the top dose activity, negative = inhibition, hits mostly inhibitors. hit rate 0.17% among 330,000;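 note: potency is the fitted concentration of half-maximal effect; 0% = uninhibited 1x PFK enzyme wells and -100% = no-enzyme wells; nearly all actives have a fitted effect of over 60% in size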
Target sequence (O15648 whole entry, looked up): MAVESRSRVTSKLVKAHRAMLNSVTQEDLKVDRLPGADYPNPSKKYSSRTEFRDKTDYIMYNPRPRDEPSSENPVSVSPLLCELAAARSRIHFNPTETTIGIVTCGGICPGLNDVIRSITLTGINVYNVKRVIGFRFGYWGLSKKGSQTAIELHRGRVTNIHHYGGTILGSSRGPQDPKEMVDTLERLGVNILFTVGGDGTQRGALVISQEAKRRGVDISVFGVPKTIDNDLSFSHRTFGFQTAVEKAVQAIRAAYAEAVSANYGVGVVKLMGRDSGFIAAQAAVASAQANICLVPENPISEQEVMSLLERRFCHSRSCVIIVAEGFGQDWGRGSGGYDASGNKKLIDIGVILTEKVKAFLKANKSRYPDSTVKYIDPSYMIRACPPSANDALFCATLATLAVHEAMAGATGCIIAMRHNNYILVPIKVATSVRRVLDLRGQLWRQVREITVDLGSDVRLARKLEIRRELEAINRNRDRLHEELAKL
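Compounds were pin-transferred as a titration series up to 57 uM into substrate buffer (0.5 mM F6P, 0.1 mM ATP, pH 8.0), then 1.25 nM PFK was added and reactions ran 45 min before ADP-Glo detection.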
* = called active by the depositor; u = inconclusive; x = no result given; [ ] = dose if it differs, or a comment. Unless noted, calls come from the whole dose curve; as a rule, active = well fitted curve in the direction sought with a large enough effect; inconclusive = small, poorly fitted or top-dose-only effect, or another doubt; inactive = no such curve, though single readings can be large; an effect the other way counts as inactive or inconclusive.

SMILES	TCR act	a7 integrin act	AT treatment	TSHR antag	Eya2 phos inh	BCR signal inh	S-ASM inh	ELG1 repair inh	Mito fusion yeast	PTAP TSG101 blk	Tb PFK block
Cc1ccc(S(=O)(=O)NCC(C)n2nc(C)nc2C)cc1 (configuration not stated)	-5%	-19%	-2%	10	2%	-2%	3%	14%	10%	3%	-1%
COCCCNCCOCCOc1ccc(C)cc1[N+](=O)[O-]	-2%	-16%	4%	1	13%	u	-3%	-8%	-1%	0%	-3%
Cc1ccc(-n2ccnc(SCC(=O)NC3CCCC3)c2=O)cc1F	1%	2%	-5%	15	6%	-25%	26%	13%	-10%	-1%	2%
N#C/C(=C/c1ccc(C(=O)O)cc1)C(=O)NCc1ccccc1	-5%	21%	8%	-12	8%	6%	1%	23%	0%	-6%	-1%
O=C(CSc1ncnc2ccccc12)N1CCCC1	0%	1%	6%	5	7%	-9%	-1%	u	-1%	-2%	-2%
O=C(CN1C(=O)c2ccccc2S1(=O)=O)N1CCc2ccccc2C1	6%	5%	x	x	x	x	7%	x	1%	0%	x
CCCN1C/C(=C/c2ccc3c(c2)OCO3)C(=O)/C(=C/c2ccc3c(c2)OCO3)C1	4%[46.1 µM]	u	-8%	8	-15%	8%	1%	23µM*	-12%	-4%	-6%
Cc1ccc(N(CC(=O)O)C2SC(=O)NC2=O)cc1 (configuration not stated)	6%	-5%	0%	9	4%	12%	3%	8%	7%	-5%	6%
COc1ccc2c(C)cc(C)nc2n1	-17%	0%	-8%	-7	10%	u	-1%	-7%	-22%	-1%	2%
CC(=O)c1[nH]c(C)c(C(=O)N2CCCC(Nc3cccc(F)c3)C2)c1C (configuration not stated)	2%	31%	7%	-5	6%	0%	1%	u	5%	0%	8%
COc1cc(OC)cc(C(=O)NC(=S)NNC(=O)Cc2cccs2)c1	0%[46.1 µM]	-4%	1%	36	7%	-1%	0%	0%	15%	-1%	0%
CNS(=O)(=O)c1cnccc1N1CCN(c2cccc(C)c2)CC1	7%	-4%	-2%	-5	-6%	-6%	0%	-5%	4%	-5%	-2%
Cc1ccc(C)c(NC(=O)CSc2nc3nc(-c4cccs4)cc(C(F)(F)F)c3c(=O)[nH]2)c1	-5%	-2%	-14%	-28	-1%	u	219%[activator]	u	2%	5%	0%
Nc1ccc(C(=O)Nc2cccc(NC(=O)c3ccc(N)cc3)c2)cc1	-3%	7%	-5%	-8	0%	u	-1%	17%	1%	-1%	0%
O=C(COC(=O)c1ccccc1[N+](=O)[O-])Nc1cc(S(=O)(=O)N2CCOCC2)ccc1N1CCCC1	-2%	-26%	-4%	7	-8%	0%	2%	u	5%	-3%	-3%
COc1ccccc1NS(=O)(=O)c1cc(N=N/C(C(=O)Nc2ccc(Cl)cc2)=C(/C)O)ccc1C	-5%	-5%	-4%	x	-15%	2%	u	16%	x	3%	-10%
CC(CCc1ccccc1)NCc1ccncc1 (configuration not stated)	3%	-9%	4%	10	-24%	u	3%	0%	-3%	-10%	1%
COc1ccc(NC(=O)C=C(C)C)cc1Cl	3%	16%	x	x	x	x	4%	x	-2%	0%	x
COC(=O)C1=C(C)N(c2ccc(C)c(C)c2)/C(=C/c2ccco2)C1=O	-1%	0%	-3%	12	2%	-1%	-7%	6%	-7%	u	-13%
CCN(CC(F)(F)C(F)F)S(=O)(=O)c1ccc(NC(=O)OC)cc1	x	-20%	2%	-5	-16%	-10%	0%	-22%	3%	-1%	-3%
COc1ccc(CN2CC(=O)N(c3ccccc3OC)C2=S)cc1OC	-1%	3%	-2%	0	-9%	-5%	2%	-5%	6%	-3%	4%
Cn1c(CNS(=O)(=O)c2ccc(Br)cc2)n[nH]c1=S	1%	19%	-7%	7	-6%	0%	8%	0%	0%	-10%	-3%
COc1ccc(C2Nc3ccccc3C(=O)N2Cc2ccco2)cc1COc1ccc(F)cc1 (configuration not stated)	-7%[46.1 µM]	12%	22%	-4	-9%	-12%	104%[activator]	u	15%	-6%	-4%
Cc1ccccc1C(=O)N1CCC(C(=O)N(C)CCOc2ccccc2)CC1	-3%	-4%	1%	10	5%	-1%	5%	-5%	-2%	x	3%
Nc1nc(NCc2ccccc2)nc(NCCO)c1[N+](=O)[O-]	2%	13%	-7%	10	10%	13%	-1%	13%	0%	-4%	-1%
Cc1ccc2nc(NCCc3ccccc3)c3nncn3c2c1	1%	43%	10%	-2	-7%	u	3%	u	3%	1%	2%
S=C(NCCSCc1ccc(Cl)cc1)Nc1ccccc1	0%	8%	3%	0	-7%	-8%	-19%	-8%	0%	1%	-7%
CCOC(=O)C1=C(C)Nc2sc(C(=O)c3ccc(F)cc3)c(N)c2C1c1ccc(C(=O)OC)cc1 (configuration not stated)	1%[46.1 µM]	22%	2%	36	-13%	4%	68%[activator]	5.2µM*	-22%	1%	1%
COC(=O)C(/C=N/OCc1ccc([N+](=O)[O-])cc1)NC(=O)c1ccccc1 (configuration not stated)	2%	-14%	5%	-1	-10%	u	0%	-3%	-3%	1%	2%
COc1ccccc1NC(=O)C(=O)N/N=C(\C)CC(=O)Nc1ccccc1C(F)(F)F	10%	10%	2%	-15	17%	u	-10%	11%	15%	-3%	1%
CCN(CC)C1=CC(=[N+]2CCCC2)CC(C)(C)C1	5%	-12%	0%	-3	-18%	0%	15%	-15%	0%	0%	-1%
CCCCn1c2nc3ccccc3nc2c2c(=O)n(CCC)cnc21	-1%	3%	-4%	1	-1%	1%	163%[activator]	3%	-1%	-8%	-2%
O=C(N/N=C1\CCCc2c1[nH]c1ccc([N+](=O)[O-])cc21)c1ccncc1	-4%[46.1 µM]	x	9%	6	-8%	0%	x	3%	-1%	x	0%
Cc1ccc(C(=O)NN2CC(O)=C(c3nc(-c4cccc([N+](=O)[O-])c4)cs3)C2=N)cc1	2%	6%	-4%	1	-11%	0%	0%	18%	2%	2%	-5%

Part of the list above, with values under each structure:
Fields – TCR act, a7 integrin act, AT treatment, TSHR antag, Eya2 phos inh, BCR signal inh, S-ASM inh, ELG1 repair inh, Mito fusion yeast, PTAP TSG101 blk, Tb PFK block
- O=C(N/N=C1\CCCc2c1[nH]c1ccc([N+](=O)[O-])cc21)c1ccncc1
→ -4%[46.1 µM], x, 9%, 6, -8%, 0%, x, 3%, -1%, x, 0%
- Cc1ccc(C(=O)NN2CC(O)=C(c3nc(-c4cccc([N+](=O)[O-])c4)cs3)C2=N)cc1
→ 2%, 6%, -4%, 1, -11%, 0%, 0%, 18%, 2%, 2%, -5%

Ordered by the number under PTAP TSG101 blk (descending): 5 of the compounds above
Structure | PTAP TSG101 blk
Cc1ccc(C(=O)NN2CC(O)=C(c3nc(-c4cccc([N+](=O)[O-])c4)cs3)C2=N)cc1 | 2%
CCN(CC)C1=CC(=[N+]2CCCC2)CC(C)(C)C1 | 0%
COc1cc(OC)cc(C(=O)NC(=S)NNC(=O)Cc2cccs2)c1 | -1%
Nc1nc(NCc2ccccc2)nc(NCCO)c1[N+](=O)[O-] | -4%
CC(CCc1ccccc1)NCc1ccncc1 (configuration not stated) | -10%
